# NRP1-CendR mod – modulators of CendR peptide binding to NRP-1, primary screen, biochemical, fluorescence polarization, uHTS | AID 602438, 2012 | actives 0.85% (n = 360,000) | Neuropilin-1 (Homo sapiens), O14786 | FAM-RPARPAR peptide binding to NRP-1 | inhibition, % at 25 µM;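 active = inhibition or corrected inhibition above about 18%, plus a signal ratio from 0.5 to 1.5, limit read from the data, passing the limit was not always enough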; note: strong numbers were not always called active
# SKN-1 block – suppressors of acrylamide-induced Pgst-4::GFP reporter in worms, primary screen, SKN-1 inhibitor project, whole organism, uHTS, GFP/RFP fluorescence ratio, strain VP596 | C. elegans VP596 Pgst-4::GFP/RFP ratio, 24 h | actives 0.49% (n = 360,000) | inhibition, % at 21.8 µM;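 active = interference check ratio from 0.5 to 1.5 plus GFP to RFP signal ratio inhibition reaching or exceeding a fixed threshold, cut at about 30% in these data, passing the limit was not always enough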; note: some compounds called inactive have numbers as strong as hits
# MsrA inhibitor – bovine MsrA enzyme inhibitors, primary screen, biochemical, absorbance, HTS. purified bovine MsrA, absorbance read-out. actives 0.75% (n = 360,000). inhibition, % at 15.5 µM. AID 651718, 2012. Methionine sulfoxide reductase A (Bos taurus); in the data active = inhibition above about 4.5%;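 note: 0% = vehicle wells with enzyme and 100% = reference inhibitor wells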
# MT1-MMP act inh – blockers of MT1-MMP proenzyme processing, primary screen, HT1080 RFP-PRO-GFP cells, GFP/RFP fluorescence. Matrix metalloproteinase-14 (Homo sapiens), P50281. GFP/RFP ratio fluorescence, overnight; percent of plate control window, DMSO zero. GFP/RFP ratio change, % at 20 µM. actives 0.061% (n = 360,000). AID 651647, 2012;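 active = GFP/RFP ratio change of at least 30% with cell ATP level not reduced by more than half and red fluorescence within 50% of control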; note: strong numbers were not always called active
#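 Material – HT1080 RFP-PRO-GFP cells · Control set – DMSO wells and RFP-L50D-GFP cells · Incubation – overnight cell settling, then overnight compound exposure, 37 °C, 5% CO2 · Compound dosing – single-point 20 µM compound, 1% DMSO · Read-out – GFP/RFP fluorescence ratio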
# Rin1 Abl inh – inhibitors of Rin1-Abl protein binding, primary screen, biochemical, TR-FRET. actives 0.4% (n = 360,000). inhibition, % at 7.35 µM. Tyrosine-protein kinase ABL1 (Homo sapiens) + Ras and Rab interactor 1 (Homo sapiens), …; in the data active = inhibition above about 5%, passing the limit was not always enough
# Neddyl block – inhibitors of cullin neddylation, primary screen, biochemical, TR-FRET, uHTS, NAE and Ubc12; actives 0.58% (n = 360,000); calls only at 25 µM; in the data active = inhibition above about 36%
# E coli Lon inh – inhibitors of E. coli Lon protease, primary screen, biochemical, fluorescence polarization | AID 602123, 2011 | purified E. coli Lon protease | P0A9M0 | inhibition, % at 7.94 µM | actives 0.42% (n = 360,000); in the data active = inhibition above about 13%, passing the limit was not always enough;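 note: 0% = enzyme with probe and DMSO and 100% = no enzyme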
# Target sequence (P0A9M0 whole entry, looked up): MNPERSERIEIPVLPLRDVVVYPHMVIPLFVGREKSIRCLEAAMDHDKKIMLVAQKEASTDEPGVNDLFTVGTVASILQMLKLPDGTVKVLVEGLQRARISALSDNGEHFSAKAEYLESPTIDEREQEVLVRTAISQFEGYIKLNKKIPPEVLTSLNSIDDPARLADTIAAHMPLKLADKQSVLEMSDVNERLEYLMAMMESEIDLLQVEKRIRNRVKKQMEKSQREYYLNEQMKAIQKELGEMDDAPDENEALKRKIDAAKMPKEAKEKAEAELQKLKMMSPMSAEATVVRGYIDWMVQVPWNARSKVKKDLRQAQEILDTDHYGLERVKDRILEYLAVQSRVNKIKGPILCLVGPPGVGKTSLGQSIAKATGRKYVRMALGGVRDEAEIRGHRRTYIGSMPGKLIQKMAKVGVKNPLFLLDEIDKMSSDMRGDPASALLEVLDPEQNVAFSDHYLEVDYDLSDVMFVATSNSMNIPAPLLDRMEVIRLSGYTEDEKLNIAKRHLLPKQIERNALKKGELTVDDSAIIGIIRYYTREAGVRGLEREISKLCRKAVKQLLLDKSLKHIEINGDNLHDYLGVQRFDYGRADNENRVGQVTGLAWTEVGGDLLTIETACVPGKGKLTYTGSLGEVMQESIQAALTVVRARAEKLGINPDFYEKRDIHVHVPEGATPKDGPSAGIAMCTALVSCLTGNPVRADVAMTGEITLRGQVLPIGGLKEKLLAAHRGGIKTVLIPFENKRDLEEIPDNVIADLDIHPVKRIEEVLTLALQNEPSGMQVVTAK
# bovine MsrA act – bovine MsrA enzyme activators, primary screen, biochemical, absorbance, HTS; AID 602163, 2012; purified bovine MsrA, absorbance read-out; Methionine sulfoxide reductase A (Bos taurus); actives 0.3% (n = 360,000); activation, % at 10.6 µM; in the data active = activation above about 7.5%;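 note: 0% = vehicle and 100% = reference activator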
# FAS TE block – FAS thioesterase domain inhibitors, primary screen, biochemical, fluorescence intensity, uHTS. inhibition, % at 15 µM. recombinant FAS-TE, OMFH fluorogenic substrate, fluorescence endpoint. actives 0.67% (n = 360,000). Fatty acid synthase (Homo sapiens), P49327;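 active = compounds whose normalised, plate-corrected inhibition of enzyme fluorescence in the single-dose primary screen is 50% or more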;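 note: 0% = DMSO with enzyme and 100% = substrate without enzyme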
# Active calls of the source: *; i = inactive; / = no result given; + = active, no number.
Structure	MT1-MMP act inh	FAS TE block	E coli Lon inh	bovine MsrA act	SKN-1 block	Neddyl block	MsrA inhibitor	Rin1 Abl inh	NRP1-CendR mod
CC(=O)Nc1ccc(S(=O)(=O)NCCSCc2ccc(Cl)cc2Cl)cc1	4	22	-2	0	2	i	0.0	3	-2
Cn1nc2sc3ccccc3n2c(=O)c1=O	0	-2	9	-2	-15	i	-1.4	-3	1
CC(C)c1ccccc1NC(=S)NCc1nc2ccccc2[nH]1	2	-1	0	-3	-3	i	0.4	2	-8
CC1CCN(S(=O)(=O)c2cccc(C(=O)NC3CCCCC3)c2)CC1	3	3	4	-3	3	i	0.7	-2	1
CCOC(=O)N1CCN(C(=O)CCS(=O)(=O)c2ccc(Br)s2)CC1	6	0	-2	-11	-2	i	0.3	-1	-3
COc1cc2c(cc1NC(=O)CSc1nnnn1-c1ccccc1)oc1ccccc12	-5	9	0	0	13	i	-0.3	2	8
COc1ccc(NS(=O)(=O)c2cccc(C(=O)NCCCn3ccnc3)c2)cc1	5	-5	-9	-1	7	i	0.0	-2	9
CCC(C)C(NC(=O)C1CCC(C)CC1)C(=O)NCc1ccccn1 (centres undefined)	-1	-6	-10	-7	-4	i	0.6	1	0
O=C(CSc1nc2ccccc2o1)Nc1nccs1	-1	-2	-2	-2	1	i	-0.4	1	0
CN(CC(=O)Nc1ccc(OC(F)(F)F)cc1)C(=O)c1ccccc1SCC(=O)N1CCCC1	-1	1	-4	-2	16	i	-1.1	5	1
COC(=O)c1ccc(CSc2nnc(NCc3ccccc3)s2)o1	-3	2	-3	-3	-3	i	0.6	3	1
COc1ccc([C@H]2CN(c3ccccc3)C(=O)[C@@H]2CC(=O)Nc2ccccc2)cc1	5	6	4	-2	22	i	-0.2	-1	1
Cc1c(/C=C/C(=O)c2ccccc2O)cnn1C	-9	-14	-14	-4	8	i	3.7	-2	13
CC(C)OC(=O)c1ccc(NC(=O)c2ccccc2)cc1	-1	6	-6	-9	32	i	0.8	1	35*
CC(=O)NC(Cc1ccccc1C)C(=O)NC1CCN(C(=O)c2ccc(C)cc2)CC1 (centres undefined)	0	-6	-2	-3	5	i	1.4	-1	-1
Cc1nc(-c2ccc(Cl)cc2)sc1C1(C)CC(c2c(Cl)cccc2Cl)=NO1 (centres undefined)	3	16	-2	-2	12	i	-0.3	3	-12
CCOc1ccc(NC(=O)[C@@H]2CCC(=O)N2C2OC(=O)c3ccccc32)cc1 (some centres undefined)	2	-6	-6	-6	9	i	0.5	3	10
CC(C)NC(=O)c1cc2n(n1)C(C(F)(F)F)CC(c1ccco1)N2 (centres undefined)	3	-3	-5	-9	-1	i	-1.4	2	5
O=C(O)COc1ccccc1/C=N/NC(=O)CN1CCN(Cc2ccc(Cl)cc2)CC1	2	-5	4	-3	-1	i	1.6	1	2
Cc1ccc(NC(=O)c2cc(S(=O)(=O)N3CCCCC3)ccc2N2CCOCC2)cc1	1	15	-4	0	30	i	0.3	-2	-12
Cc1cc(C)c(C2=CSC3=NS(=O)(=O)CCN23)c(C)c1	-2	-8	-2	-11	-7	i	-1.2	2	5
CCN1CCN(C(=O)c2ccc3c(c2)N(Cc2ccccc2)C(=O)c2ccccc2S3(=O)=O)CC1	5	-2	-1	-1	-6	i	0.4	-2	2
O=C(N/N=C/c1c[nH]c2ccccc12)c1ccc([N+](=O)[O-])cc1Cl	4	13	-3	0	-11	i	/	-1	-9
COc1ccc(OC)c(Nc2nc(NCc3ccco3)nc(N)c2[N+](=O)[O-])c1	-2	-1	-12	-2	0	i	0.3	0	13
c1ccc(CN2CCC3(CC2)Nc2ccccc2CO3)cc1	/	-6	1	-13	15	i	-1.0	2	-3
CCN(C(=O)CSc1cc(C)c2ccccc2n1)c1c(N)n(Cc2ccccc2)c(=O)[nH]c1=O	0	-2	-1	-2	-10	i	1.9	3	1
CCOc1ccc(CN2CCN(C3CCC3)CC2CCO)cc1 (centres undefined)	-1	-4	-19	-3	11	i	-0.6	3	-2
COc1cccc(NC(=O)CS(=O)(=O)Cc2nc(-c3ccc(C)cc3)oc2C)c1	5	8	-1	-4	-9	i	1.1	5	-4
c1csc(Cc2nc3ccccc3[nH]2)c1	1	-5	-18	3	2	i	-0.3	3	-1
Cc1cc(N/N=C/c2ccc(Cl)cc2)nc(NCc2ccccc2)n1	-1	28	-8	-3	17	i	0.3	2	2
CCOC(=O)Cn1c(=O)c(-c2ccccc2NCc2ccccc2)nc2ccccc21	15	3	8	1	13	i	0.5	1	1
CCc1nnc(NC(=O)CSc2nnc(C)n2CC2CCCO2)s1 (centres undefined)	-5	-7	-5	2	6	i	0.4	-1	1
Cc1ccc(C(C)C)c(OCC(=O)OCc2c(C)noc2C)c1	-5	12	6	-3	13	i	-1.0	-1	0
CNc1cc(C)c(C#N)c2nc3ccccc3n12	3	2	-5	-2	1	/	0.3	-3	-4
O=C(O)c1ccccc1C(=O)Nc1ccc(-c2csc(-c3ccccc3)n2)cc1	2	13	-1	-4	26	i	0.8	-4	-14
Cc1ccc(CCNC(=O)C2CCCN(S(=O)(=O)c3cccs3)C2)cc1 (centres undefined)	-4	5	10	0	2	i	-0.6	0	-3
O=C(COC(=O)c1ccc2c(c1)C(=O)N(Cc1ccncc1)C2=O)Nc1cccc2ccccc12	2	3	-9	-9	-2	i	3.7	2	-20
Cc1nc2ccccc2c(=O)n1NC(=O)Nc1ccccc1	10	-8	-7	-2	10	i	0.2	1	7
CCCNC(=O)c1onc(CSc2ccc(Cl)cc2)c1C(=O)NCC1CC1	-3	10	5	-7	6	i	0.1	-2	3
COc1ccc2oc(C(=O)NCCN3CCOCC3)c(C)c2c1OC	4	0	-8	-2	6	/	0.2	1	11
CSc1ncnc2c1ncn2CCCNCc1ccccc1	-4	-8	-5	0	-3	i	-0.9	0	0
CC(/C=N/n1c(-c2cccnc2)n[nH]c1=S)=C\c1ccco1	3	-3	/	/	21	i	2.8	/	-35
CCOC(=O)c1sc2nc(C3CC3)cc(-c3ccc(F)cc3)c2c1N	-6	21	-3	0	5	/	-0.3	-1	-2
Cc1cccc(N(CC(=O)Nc2ccccc2F)S(C)(=O)=O)c1	2	-7	-8	-8	-11	i	0.8	0	2
COCCCn1c(SCC(=O)Nc2nc3ccccc3s2)nnc1-c1ccoc1C	0	2	-12	-3	-20	i	-0.6	-1	-1
CC(=O)C(C)Oc1ccc2c3c(c(=O)oc2c1)CCCCC3 (centres undefined)	1	1	4	-4	-9	/	2.8	-7	-1
COc1ccc(NC(=O)N(C)C[C@H]2Oc3c(NS(=O)(=O)c4cccs4)cccc3C(=O)N([C@H](C)CO)C[C@@H]2C)cc1	5	0	11	-4	11	i	-0.7	0	-2
NC(c1csc(NC(=O)Nc2cccc(C(F)(F)F)c2)n1)C1CCCCC1 (centres undefined)	-15	-18	-7	-1	3	i	-1.4	1	9
Cc1ccc(N2C(=O)c3ccccc3C2=O)cc1Cl	-1	5	-6	-9	-9	i	0.6	1	-10
Oc1ccc(N=Cc2cc(Br)c(N3CCOCC3)o2)cc1	4	-9	-3	-3	4	i	0.5	0	-32

# Later entries:
Structure	MT1-MMP act inh	FAS TE block	E coli Lon inh	bovine MsrA act	SKN-1 block	Neddyl block	MsrA inhibitor	Rin1 Abl inh	NRP1-CendR mod
NC(=O)c1nnn(-c2ccccc2)c1N	4	-2	0	-10	-3	i	0.9	6	8
CC1=C(C#N)S(=O)(=O)C(C#N)C(c2ccccc2)C1 (centres undefined)	-11	2	-29	-3	16	i	-0.9	-2	-27
CSc1ccccc1NC(=O)COc1ccc(S(=O)(=O)N2CCCC2)cc1	3	14	-6	3	-1	i	0.8	-6	-3
COCCNc1c2c(c(C#N)c3nc4ccccc4n13)CCCC2	-3	1	5	-2	5	+	1.2	-6	1
Cc1ccc(-c2nc(CS(=O)(=O)CC(=O)NCCCN3CCOCC3)c(C)o2)cc1	5	-1	-16	-12	-2	i	0.7	0	6
CCN(CC(=O)Nc1ccc2c(c1)OCCO2)C(=O)CCOc1ccccc1	-4	-4	-3	-4	6	i	0.0	1	-1
COCc1cc(=O)n2[nH]c(-c3ccco3)cc2n1	-1	-5	6	-3	15	/	1.7	-1	-2
CN(C)c1ccc(-c2nnn(CC(=O)N3c4ccccc4CCc4ccccc43)n2)cc1	-6	29	1	-2	15	i	-1.0	1	1
Cc1ccc(/C=C2\SC(=S)N(CCCC(=O)Nc3cccnc3)C2=O)cc1	-2	20	0	-1	-12	i	/	2	-4
c1ccc(-c2nn3c(C4CCCCC4)nnc3s2)cc1	-1	1	4	-8	-6	i	-0.5	3	6
CCCC(C)NC(=O)c1cccc(Oc2ccccc2)c1 (centres undefined)	-1	7	4	-8	-11	i	-1.1	2	0
CCC(C)c1ccc(O)c(NC(=S)NC(=O)c2cccnc2)c1 (centres undefined)	-5	5	7	-2	4	i	0.4	5	-4
COc1ccc(CCNc2nnc(Sc3nnnn3-c3ccccc3)s2)cc1OC	9	-6	2	-2	-8	i	-0.6	-3	-11

# Entries shown so far that have an aryl thioether with sulfur outside any ring:
Structure	MT1-MMP act inh	FAS TE block	E coli Lon inh	bovine MsrA act	SKN-1 block	Neddyl block	MsrA inhibitor	Rin1 Abl inh	NRP1-CendR mod
COc1cc2c(cc1NC(=O)CSc1nnnn1-c1ccccc1)oc1ccccc12	-5	9	0	0	13	i	-0.3	2	8
O=C(CSc1nc2ccccc2o1)Nc1nccs1	-1	-2	-2	-2	1	i	-0.4	1	0
CN(CC(=O)Nc1ccc(OC(F)(F)F)cc1)C(=O)c1ccccc1SCC(=O)N1CCCC1	-1	1	-4	-2	16	i	-1.1	5	1
COC(=O)c1ccc(CSc2nnc(NCc3ccccc3)s2)o1	-3	2	-3	-3	-3	i	0.6	3	1
CCN(C(=O)CSc1cc(C)c2ccccc2n1)c1c(N)n(Cc2ccccc2)c(=O)[nH]c1=O	0	-2	-1	-2	-10	i	1.9	3	1
CCc1nnc(NC(=O)CSc2nnc(C)n2CC2CCCO2)s1 (centres undefined)	-5	-7	-5	2	6	i	0.4	-1	1
CCCNC(=O)c1onc(CSc2ccc(Cl)cc2)c1C(=O)NCC1CC1	-3	10	5	-7	6	i	0.1	-2	3
CSc1ncnc2c1ncn2CCCNCc1ccccc1	-4	-8	-5	0	-3	i	-0.9	0	0
COCCCn1c(SCC(=O)Nc2nc3ccccc3s2)nnc1-c1ccoc1C	0	2	-12	-3	-20	i	-0.6	-1	-1
CSc1ccccc1NC(=O)COc1ccc(S(=O)(=O)N2CCCC2)cc1	3	14	-6	3	-1	i	0.8	-6	-3
COc1ccc(CCNc2nnc(Sc3nnnn3-c3ccccc3)s2)cc1OC	9	-6	2	-2	-8	i	-0.6	-3	-11

# Assay outcomes deposited in PubChem by several laboratories.
